H9c2 TAG inh – inhibitors of triacylglycerol accumulation; H9c2 cells, Nile Red lipid (TAG) fluorescence; cells loaded with 200 µM oleic acid; inhibition, % at 12.5 µM; actives 0.66% (n = 230,000); AID 651582;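 active = pattern-corrected inhibition of lipid staining of at least 50% with the nuclear-stain viability signal not falling by more than 50%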;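 also: 0% = DMSO wells and 100% = triacsin C control wells; some results filed as inactive read as strong as hits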
H9c2 TAG inh DAPI viability – further read-out of H9c2 TAG inh, marked with its call; DAPI nuclei signal change (viability), lower = more cytotoxic, %;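 whole-well DAPI fluorescence read on a plate reader as a viability signal; minus 50 percent equals half of cells still viable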
Starred values were filed as active, the others as inactive. An excerpt; the hit share may differ from the screen's.

Results follow in this order: H9c2 TAG inh	H9c2 TAG inh DAPI viability
[1] Cc1ccnc(NC(=O)CCNS(=O)(=O)c2ccc(C)c(C)c2)c1
→ -19	7
[2] CN1C(=O)C(=O)N(CC(=O)N2CCc3ccccc32)C1=O
→ -4	-2
[3] COc1ccccc1NC(=O)C1(C)Cc2ccccc2C(=O)O1 (stereo not given)
→ -1	-9
[4] c1ccc2nc(-c3ccncc3)ccc2c1
→ 2	2
[5] Cc1ccc2nc(SCC(=O)Nc3c(F)cccc3F)[nH]c2c1
→ 7	4
[6] CNc1oc(/C=C/c2cccc(OC)c2)nc1C#N
→ 3	138
[7] CCOC(CNCc1cc(C)c2[nH]c3ccccc3c2c1C)OCC
→ 14	24
[8] CC1(c2ccc(Cl)cc2)NC(=O)N(CC(=O)N2CCc3ccccc3C2)C1=O (stereo not given)
→ 4	1
[9] CC1=C/C(=N\NC(=O)c2ccc(O)cc2)CC1
→ -4	-6
[10] CSc1nnc([C@@H]2CCCN2C(=O)OC(C)(C)C)o1
→ 8	2
[11] CCN(CC)C(=O)C1CCN(C(=O)c2oc3ccc(C)cc3c2C)CC1
→ 29	0
[12] CCOc1c(C(N)=O)cc([N+](=O)[O-])cc1[N+](=O)[O-]
→ 12	-9
[13] C=CCOC(=O)C(=O)/C=C/c1ccc2c(c1)Cc1ccccc1-2
→ -12	2
[14] CCCOc1ccc(OCCOCCNCc2ccccc2)cc1
→ -17	36
[15] CN(C)c1ccc(/C=N/NC(=O)c2cc(-c3ccc4c(c3)OCO4)n[nH]2)cc1
→ 27	4
[16] COc1ccccc1Nc1nc(N)nc(CSc2nccn2C)n1
→ 6	25
[17] CC(C(=O)NCc1cccs1)n1cccc1 (stereo not given)
→ 5	-14
[18] CSc1ccccc1C(=O)NCc1cccnc1
→ -7	3
[19] Cc1cc(Br)c2c(c1)=C(c1sc(N3CCCCCC3)nc1O)C(=O)N=2
→ 35	-8
[20] COc1ccc(CC(=O)Nc2nc(OCC(F)(F)F)cnc2-c2ccc(Cl)cc2Cl)cc1
→ 21	-31
[21] Cc1cc(C)c(S(=O)(=O)N2CCCC(C(=O)NC3CC3)C2)c(C)c1 (stereo not given)
→ 6	-1
[22] C[C@@H]1CCCCO[C@@H](CN(C)Cc2ccncc2)[C@@H](C)CN([C@H](C)CO)C(=O)c2cc(NC(=O)c3ccccc3)ccc2O1
→ -3	7
[23] Cc1ccc2nc(-c3ccccc3)c(-c3ccccc3)nc2c1
→ 11	16
[24] COc1cccc(NC(=O)C(=O)NCC2CCCN2S(=O)(=O)c2ccccc2)c1 (stereo not given)
→ 6	-6
[25] COCc1cc(=O)n2[nH]c(C(F)(F)F)nc2n1
→ 8	-11
[26] CN(C(=O)c1ccc(NC(=O)C2CCCN(C(=O)OC(C)(C)C)C2)cc1)C1CC1 (stereo not given)
→ 9	-3
[27] CCN1C(=O)/C(=C/C2=Cc3ccccc3OC2C)SC1=S (stereo not given)
→ 13	-19
[28] O=C(NCc1ccccc1)C1CCN(S(=O)(=O)c2cccc3cccnc23)CC1
→ -2	0
[29] COCCn1c(SCC(=O)NC2(C#N)CCCCC2)nc2ccccc2c1=O
→ -7	-3
[30] CCS(=O)(=O)c1ccc2oc(SCC(=O)c3c(N)n(C4CC4)c(=O)[nH]c3=O)nc2c1
→ -15	-6

The last 2 compounds of the part before lead into the next:
Results follow in this order: H9c2 TAG inh	H9c2 TAG inh DAPI viability
[29] COCCn1c(SCC(=O)NC2(C#N)CCCCC2)nc2ccccc2c1=O
→ -7	-3
[30] CCS(=O)(=O)c1ccc2oc(SCC(=O)c3c(N)n(C4CC4)c(=O)[nH]c3=O)nc2c1
→ -15	-6
[31] C/C(CC(=O)Nc1cccc2c1CCCC2)=N\NC=O
→ -3	5
[32] Cc1nn(-c2ccccc2)c2nc(-c3ccncc3)cc(C(=O)NCc3ccco3)c12
→ 40	6
[33] Cc1cccc(NS(=O)(=O)c2ccc(C)c(C(=O)NCC(c3ccccc3)N(C)C)c2)c1 (stereo not given)
→ -1	5
[34] COC(=O)CN1C(=O)N/C(=C/c2ccccc2OC)C1=O
→ 2	-5
[35] O=C(Nc1ccc2c(c1)C(=O)c1ccccc1-2)c1ccccc1
→ -4	2
[36] O=C(CCC(=O)c1ccc(F)cc1)OCc1nnc(-c2ccc([N+](=O)[O-])cc2)o1
→ 7	-2
[37] CC(Nc1ccc(N2CCOCC2)cc1)C(=O)N1c2ccccc2CC1C (stereo not given)
→ -4	-4
[38] Cc1cc(-c2ccc(/C=N/n3cnnc3)o2)ccc1Cl
→ 13	-2
[39] Cc1noc(C)c1COc1cccc(C(=O)Nc2ccccc2)c1
→ -17	-3
[40] O=[N+]([O-])c1ccc(Oc2ccc(F)cc2)c2ccncc12
→ 6	1
[41] CC1CCCC(NC(=O)COC(=O)Cc2ccsc2)C1C (stereo not given)
→ 1	-5
[42] Cc1ccc(NC(=S)/C(=C(\[O-])c2ccc(F)cc2)[n+]2ccccc2)cc1
→ -9	1
[43] CCN(CC)C(=O)c1c2c(nc3ccccc13)-c1ccccc1CC2
→ -7	0
[44] CC[C@@]1(C(=O)OC)N[C@H](CN(C)C(=O)Nc2ccc(Cl)cc2)[C@@H]2C(=O)N(Cc3ccccc3)C(=O)[C@@H]21
→ 6	-14
[45] CN(C)Cc1c(O)ccc2c(-c3ccccc3)cc(=O)oc12
→ 5	3
[46] CC1(c2ccccc2)CCC(=O)NC1 (stereo not given)
→ 6	4
[47] CCOC(=O)C(=O)Nc1ccc(S(=O)(=O)Nc2nccc(C)n2)cc1
→ 6	7
[48] CCN(CC)C(=O)c1cccc(-c2csc(C(C)(O)c3ccc(F)c(F)c3)n2)c1 (stereo not given)
→ 4	-2
[49] O=C(NCC(O)c1ccc([N+](=O)[O-])cc1)c1cccc(S(=O)(=O)N2CCOCC2)c1 (stereo not given)
→ 7	-3
[50] Cc1ccc(-n2cnc3c(=O)[nH]cnc32)cc1[N+](=O)[O-]
→ 9	5
[51] COCCN(C(=O)COC(=O)CCOc1cccc(C)c1)c1c(N)n(Cc2ccccc2)c(=O)[nH]c1=O
→ 6	-8
[52] O=C(Nc1ncc(Cc2ccccc2)s1)c1cccs1
→ -1	0
[53] O=C(CN1CCN(Cc2ccccc2)CC1)N1N=CCC1c1ccccc1 (stereo not given)
→ 22	-1
[54] CC1=NOC(=O)/C1=C\c1ccc(-c2ccc(Br)cc2C(=O)O)o1
→ 6	-5
[55] O=C(Nc1ccccc1)c1ccc2c(c1)OCO2
→ -11	6
[56] CCOc1ccc(N=c2scc(-c3ccc(OC)cc3)n2CCO)cc1
→ -7	-3
[57] Cc1cc(C)nc(NC(=O)CSc2ccccn2)n1
→ 15	-9
[58] CC(=O)c1c(O)c(C)c(O)c2c1OC1=CC(=O)/C(=C(/C)N)C(=O)C12C (stereo not given)
→ 18	-11
[59] O=C(c1n[nH]c2ccccc12)N1CCN(S(=O)(=O)c2ccccc2)CC1
→ 4	-8
[60] Cc1[nH]nc(SCC(=O)NC2CCCCC2)c1[N+](=O)[O-]
→ 13	-11

Sorted by length of the SMILES (highest first): three of the compounds above
Results follow in this order: H9c2 TAG inh	H9c2 TAG inh DAPI viability
[36] O=C(CCC(=O)c1ccc(F)cc1)OCc1nnc(-c2ccc([N+](=O)[O-])cc2)o1
→ 7	-2
[12] CCOc1c(C(N)=O)cc([N+](=O)[O-])cc1[N+](=O)[O-]
→ 12	-9
[41] CC1CCCC(NC(=O)COC(=O)Cc2ccsc2)C1C (stereo not given)
→ 1	-5

Additional results follow.
Results follow in this order: H9c2 TAG inh	H9c2 TAG inh DAPI viability
[61] Cc1cc(C(=O)OCC(=O)NC2(C#N)CCCCC2)c(C)o1
→ 14	-2
[62] O=C(COC(=O)C(O)c1ccccc1)NC12CC3CC(CC(C3)C1)C2 (stereo not given)
→ 2	-19
[63] COc1cccc(N(C(=O)c2ccco2)c2nc(-c3sc(NC(=O)c4ccco4)nc3C)cs2)c1
→ 41	-23
[64] CC(=O)OC[C@@H]1CN(Cc2ccccc2)C[C@H](n2cnc3c(NCc4ccc(F)cc4)ncnc32)O1
→ 21	-7
[65] Cc1ccc(S(=O)(=O)N2CCOCC2)cc1C(=O)N1CCCCCC1
→ -10	-2
[66] COC(=O)c1cc(NC(=O)Nc2ccccc2OC)cc(C(=O)OC)c1
→ 44	-2
[67] COCc1cc(CNC(=O)C2CCC(=O)N(Cc3cccc(OC)c3)C2)[nH]n1 (stereo not given)
→ -8	-2
[68] COC(=O)c1cc(Sc2c(Cl)cccc2Cl)ccn1
→ 8	7
[69] NS(=O)(=O)c1cccc(NC(=O)c2cccs2)c1
→ -9	4
[70] O=C(CN1CCOCC1)n1c2c(c3ccccc31)CCCC2
→ -10	6
[71] COc1cc(CN2CCC(C(=O)NC(C)(C)C)CC2)ccc1OCc1ccccc1
→ -3	-1
[72] CC(OC(=O)c1ccc2c(=O)n3c(nc2c1)CCC3)C(N)=O (stereo not given)
→ -3	-10
[73] Cc1ccc(Sc2c(C(=O)Nc3ccc(F)cc3F)c(C(F)(F)F)nn2C)cc1
→ 27	-6
[74] CCOC(=O)CSC1=C(C#N)C(c2ccccc2OC)CC(=O)N1 (stereo not given)
→ 15	-15
[75] Cc1ccc(C(=O)c2cc([N+](=O)[O-])ccc2N2CCOCC2)c(C)c1
→ 44	-37
[76] Cc1ccc(NC(=O)CSc2nnc(COc3ccccc3C)o2)cc1
→ 8	-2
[77] Cc1c(C(=O)Nc2ccc(Oc3ccccc3)cc2)sc2nc3n(c(=O)c12)CCC3
→ -5	-11
[78] O=C(NCc1cccc(F)c1F)C1CCC(=O)N(C2CC2)C1 (stereo not given)
→ -7	7
[79] CC[C@@H]1C=C(C(=O)O)[C@H](c2ccc(OC)c(OC)c2)N1S(=O)(=O)c1ccc(C)cc1
→ -1	8
[80] CC(Sc1nc2ccccc2c(=O)n1C)C(=O)Nc1ccc2c(c1)OCCO2 (stereo not given)
→ 5	-5
[81] CC1(C(=O)NCc2cccc(Cl)c2)Cc2c(-c3cccc(C(N)=O)c3)ccnc2O1 (stereo not given)
→ 10	-10
[82] COc1ccc(-n2nnnc2SCC(=O)N2CCOCC2)cc1
→ 12	0
[83] Fc1ccc(OCCOCCOc2cccc3[nH]ccc23)cc1
→ -13	3
[84] CC(C)(C)OC(=O)NCCC(=O)N/N=C/c1cccc2cccnc12
→ -2	-1
[85] Cc1ccc(C(=O)CC2(O)C(=O)N(Cc3ccc4c(c3)OCO4)c3ccccc32)cc1 (stereo not given)
→ -1	3
[86] Cc1ccc(N(CC(=O)N2CCc3ccccc32)C2=NC(=O)CS2)cc1
→ 16	1
[87] Cc1occc1-c1nnc(SCC(=O)c2ccc(F)cc2)n1Cc1ccco1
→ -10	-5
[88] O=C(NCc1ccc(F)cc1)c1cc(C2CCCCN2C(=O)c2ccc(Cl)cc2)on1 (stereo not given)
→ 0	-2
[89] c1ccn2c(SCc3ccc4c(c3)OCCO4)nnc2c1
→ -7	0
[90] Cc1ccc(-c2csc3nc(C)n(N)c(=O)c23)cc1
→ -2	-4

Molecules shown so far with a cyano group:
Results follow in this order: H9c2 TAG inh	H9c2 TAG inh DAPI viability
[6] CNc1oc(/C=C/c2cccc(OC)c2)nc1C#N
→ 3	138
[29] COCCn1c(SCC(=O)NC2(C#N)CCCCC2)nc2ccccc2c1=O
→ -7	-3
[61] Cc1cc(C(=O)OCC(=O)NC2(C#N)CCCCC2)c(C)o1
→ 14	-2
[74] CCOC(=O)CSC1=C(C#N)C(c2ccccc2OC)CC(=O)N1 (stereo not given)
→ 15	-15

(list continues)
Results follow in this order: H9c2 TAG inh	H9c2 TAG inh DAPI viability
[91] CCOc1ccc(NS(=O)(=O)c2ccc(C(=O)NCc3ccccn3)cc2)cc1
→ -29	5
[92] Cc1ccc(O)c(NC(=O)c2cc(-c3ccc(F)cc3)on2)c1
→ 4	-9
[93] COc1ccc(CNC(=O)c2ccc3c(c2)N(C)CCS3)cc1
→ -2	7
[94] COC(=O)[C@H](Cc1ccccc1)NC(=O)[C@@H](N)CC(=O)O
→ 3	-3
[95] NS(=O)(=O)c1ccc(NC(=O)CCCC(=O)O)cc1
→ 5	2
[96] CCOc1c(Nc2ccc(C(C)C)cc2)c(=O)c1=O
→ -7	0
[97] O=C(c1cccs1)N(Cc1ccco1)Cc1cc2ccccc2[nH]c1=O
→ -25	15
[98] CCN1CCN(CCNC(=O)c2ccc3c(c2)NC(=O)/C(=C\c2cccc(Cl)c2)S3)CC1
→ 18	-3
[99] COc1ccc(Cl)cc1C(=O)NNC(=O)C1CCCO1 (stereo not given)
→ -9	1
[100] NS(=O)(=O)c1ccc(N2C(=O)C3C4CC(C(Br)C4Br)C3C2=O)cc1 (stereo not given)
→ -7	-4
[101] COc1ccc(CN2[C@@H](CC(C)=O)c3ccc(/C=C/C(C)=O)cc3S2(=O)=O)cc1
→ -5	9
[102] Cc1nn(CC(=O)Nc2ccc3c(c2)OCO3)c(C)c1[N+](=O)[O-]
→ 4	13
[103] O=C(O)CCc1nnc2n(Cc3ccc(F)cc3)c(=O)c3ccccc3n12
→ 7	-10
[104] Cc1ccc(Nc2nc(N)nc(CN3CCN(C)CC3)n2)cc1
→ 28	4
[105] Cc1nc(N2CCN(c3ccccn3)CC2)c2c(C)c(C(=O)Nc3ccc(F)cc3F)sc2n1
→ -45	1
[106] CN(C)CCCC1Sc2ccccc2Sc2ccccc21 (stereo not given)
→ 23	7
[107] CSCCC(NC(=O)c1ccccc1Br)C(=O)NCC1CCCCC1 (stereo not given)
→ 0	-6
[108] O=C1CCCCN1CCc1c[nH]c2ccccc12
→ -10	2
[109] CCOc1ccccc1NC(=O)COC(=O)c1c(CC)noc1C
→ 5	-5
[110] CC12CC3CC1C(C(=O)O2)C3C(=O)O (stereo not given)
→ 1	4
[111] CC(C)(C)C(=O)CSc1ncnc2sc3c(c12)CCC3
→ -1	4
[112] COC(=O)c1ccc2c(c1)c(-c1ccccc1)c(-c1ccccc1)n2C
→ -23	3
[113] Cc1ccc(NC(=O)C(C)OC(=O)Cc2c[nH]c3ccccc23)cc1S(=O)(=O)N1CCOCC1 (stereo not given)
→ -8	-2
[114] COc1ccccc1N1CCN(C(c2ccc(N(C)C)cc2)c2nnnn2CCc2ccccc2)CC1 (stereo not given)
→ 22	0
[115] Cc1cc(C(=O)OCC(=O)NCCN2C(=O)CSC2=O)ccc1[N+](=O)[O-]
→ 0	2
